Bioassay records as filed in PubChem.
PvdQ acylase: P. aeruginosa PvdQ acylase inhibitors, primary screen, biochemical, fluorescence, plate reader and imaging, single point; PvdQ acylase [Pseudomonas aeruginosa LESB58]; purified PvdQ acylase; inhibition, % at 10 µM; 0.063% of 340,000 active; in the data active = inhibition above about 30%, passing the limit was not always enough;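 note: 0% = vehicle neutral wells and 100% = reference inhibitor wells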
Arr AP2 block: inhibitors of beta-arrestin/AP2 binding, primary screen, biochemical, GPCR trafficking, flow cytometry; 0.31% of 340,000 active; AID 504490, 2011; beta-arrestin 1 C-terminal peptide binding to AP2 beta2-adaptin appendage (human); inhibition, % at 10 µM; FITC-arrestin peptide / GST-AP2 beads; AP2 beta2 appendage carries R879A mutation;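 active = inhibition above a set limit, near 3 SD of compounds lacking own fluorescence, cut at about 54% in these data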;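 note: plate controls were DMSO wells for no effect and 5 µM unlabelled arrestin peptide for full effect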
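Measured by: flow cytometry, FL1 (488/535 nm); Material: AP2 appendage R879A on GSH beads; Evaluation: percent response; Timing: pre-incubation 12 min, peptide binding 1 h, room temperature; Also added: 50 nM FITC-arrestin peptide; Medium: PBS with 0.05% Tween 20 and 0.1% BSA.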
SR-BI DiI inh: inhibitors of SR-BI mediated HDL lipid uptake, primary screen, ldlA[mSR-BI] cells, fluorescence, single point | Scavenger receptor class B member 1 (Mus musculus), Q61009 | ldlA[mSR-BI] CHO cells, DiI-HDL uptake fluorescence, 3 h | inhibition, % at 12.5 µM | 0.96% of 320,000 active;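 active = mean replicate inhibition of at least 70% and a set share of replicates each scoring 70 or more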;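 note: 0% = median of neutral control wells and 100% = median of positive control wells; values of inactives mirror those of a sister screen read the other way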
DAGLB inh: DAGLB lipase inhibitors, primary screen, biochemical, fluorescence, HTS. HEK293T DAGLB membrane lysate, EnzChek fluorogenic substrate. inhibition, % at 5.17 µM. 0.059% of 340,000 active; in the data active = inhibition above about 34%;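 note: 0% = enzyme with vehicle and 100% = wells lacking enzyme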
C-LANA FP: inhibitors of KSHV C-LANA binding to DNA, primary screen, biochemical, fluorescence polarization, FAM-LBS DNA, MBP-C-LANA, single point. 0.078% of 340,000 active. inhibition, % at 9 µM. Kaposi's sarcoma herpesvirus LANA C-terminal domain (residues 932-1162) DNA binding;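 active = highest replicate inhibition at or above 60% at 9 µM, even if other replicates fall short; inactive = all replicates below 60% inhibition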;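 note: 0% = neutral control wells and 100% = 4 µM acridine orange control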
SR-BI uptake up: activators of SR-BI mediated DiI-HDL uptake, primary screen, ldlA[mSR-BI] CHO cells, DiI fluorescence. 3 h; 100 = double the neutral-control signal. activation, % at 12.5 µM. 0.096% of 320,000 active. AID 504775, 2011;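 active = mean replicate activation of at least 60% and every replicate at or above 60%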;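 note: 0% = median plate neutral-control signal and 100% = twice that signal; values of inactives mirror those of a sister screen read the other way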
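material = CHO ldlA[mSR-BI] cells | medium = Ham's F12 with 0.5% BSA, HEPES 25 mM, pH 7.4 | reagent = fluorescent DiI-HDL, 10 µg/mL final | compound dosing = single-point compound dose | incubation = 3 h, 37 °C | measured by = bottom-read fluorescence, 550/595 nm | measure = HDL uptake via cellular fluorescence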
PKA-R2B activ: activators of PKA-R2B holoenzyme, primary screen, biochemical, fluorescence polarization, Cy5-IP20, human. 0.079% of 340,000 active. PKA-R2B holoenzyme dissociation; R2B truncated from residue 108, S112A mutant; 0% DMSO only, 100% 113 µM cGMP. activation, % at 11.4 µM. cAMP-dependent protein kinase catalytic subunit beta (Homo sapiens) + cAMP-dependent …;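 active = activation above a cutoff set at the mean over all compounds plus 3 SD, cut at about 18% in these data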;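 note: higher means more holoenzyme dissociation and a rise in polarization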
NSD2 HMT inh: NSD2 histone methyltransferase inhibitors, primary screen, biochemical, AlphaScreen, single concentration, set 2; Histone-lysine N-methyltransferase NSD2 (Homo sapiens), O96028; NSD2 peptide methylation, 120 min; 0.54% of 310,000 active; inhibition, % at 12.5 µM; in the data active = inhibition above about 50%
Target sequence (O96028 whole entry, looked up): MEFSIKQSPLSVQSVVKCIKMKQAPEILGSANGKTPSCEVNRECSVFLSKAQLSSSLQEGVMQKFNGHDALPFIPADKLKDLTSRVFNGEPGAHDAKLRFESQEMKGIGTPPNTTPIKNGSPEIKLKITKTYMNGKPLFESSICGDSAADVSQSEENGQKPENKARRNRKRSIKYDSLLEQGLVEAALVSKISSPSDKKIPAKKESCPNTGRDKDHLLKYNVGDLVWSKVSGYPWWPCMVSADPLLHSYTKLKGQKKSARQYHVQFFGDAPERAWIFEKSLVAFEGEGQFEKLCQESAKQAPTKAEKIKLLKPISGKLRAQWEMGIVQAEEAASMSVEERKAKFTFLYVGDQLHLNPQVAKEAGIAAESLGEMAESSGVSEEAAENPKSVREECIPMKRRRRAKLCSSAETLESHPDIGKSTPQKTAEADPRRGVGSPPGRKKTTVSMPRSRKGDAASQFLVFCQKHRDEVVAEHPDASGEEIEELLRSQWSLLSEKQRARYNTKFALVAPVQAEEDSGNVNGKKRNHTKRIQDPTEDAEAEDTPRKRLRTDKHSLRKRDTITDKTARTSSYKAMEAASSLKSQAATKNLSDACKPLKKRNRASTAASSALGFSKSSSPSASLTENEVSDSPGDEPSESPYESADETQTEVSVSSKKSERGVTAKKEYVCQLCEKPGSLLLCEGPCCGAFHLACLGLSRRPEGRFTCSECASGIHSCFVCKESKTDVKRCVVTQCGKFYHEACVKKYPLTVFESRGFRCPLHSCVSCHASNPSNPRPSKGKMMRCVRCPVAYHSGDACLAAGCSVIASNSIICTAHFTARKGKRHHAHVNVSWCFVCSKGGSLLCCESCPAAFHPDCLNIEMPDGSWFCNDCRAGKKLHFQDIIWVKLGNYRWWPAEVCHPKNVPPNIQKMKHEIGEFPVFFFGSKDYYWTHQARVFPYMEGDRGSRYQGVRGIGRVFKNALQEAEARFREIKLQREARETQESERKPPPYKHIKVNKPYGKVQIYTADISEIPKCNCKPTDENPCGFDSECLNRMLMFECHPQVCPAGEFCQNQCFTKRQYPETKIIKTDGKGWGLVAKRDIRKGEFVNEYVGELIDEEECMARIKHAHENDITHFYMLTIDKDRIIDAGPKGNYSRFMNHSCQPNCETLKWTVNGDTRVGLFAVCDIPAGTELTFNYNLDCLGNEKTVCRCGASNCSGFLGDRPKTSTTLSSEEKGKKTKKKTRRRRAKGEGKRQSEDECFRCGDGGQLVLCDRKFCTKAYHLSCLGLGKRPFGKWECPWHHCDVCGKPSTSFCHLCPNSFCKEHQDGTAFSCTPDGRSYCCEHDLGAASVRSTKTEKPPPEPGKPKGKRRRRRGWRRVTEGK
Cardiac RTF inh: cardiac RTF calcium sensitivity inhibitors, primary screen, biochemical, IANBD-TnC fluorescence, EC70 calcium. Troponin I, cardiac muscle (Homo sapiens) + Troponin T, cardiac muscle (Homo sapiens) + …. IANBD-labeled cardiac RTF, Ca2+ fluorescence. inhibition, % at 7.15 µM. 0.12% of 340,000 active. AID 493244, 2011;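 active = inhibition above the mean inhibition of all tested compounds plus 3 SD, cut at about 17% in these data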;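 note: assay run at fixed EC70 calcium of 1.6 mM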
Keap1 Nrf2 FP: Keap1-Nrf2 protein-protein interaction inhibitors, primary screen, biochemical, fluorescence polarization, single point; Kelch-like ECH-associated protein 1 (Homo sapiens), Q14145; 0.15% of 340,000 active; inhibition, % at 9.4 µM; Keap1 Kelch-Nrf2 peptide fluorescence polarization, 1536-well; AID 504523, 2011; in the data active = inhibition above about 12%;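 note: human Keap1 Kelch domain with fluorescein labeled Nrf2 9mer peptide probe; 0% = neutral control wells and 100% = peptide positive control; higher means more block of Keap1 binding to Nrf2 peptide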
* marks the source's active call; other numbers are inactive results; nt = no result given.

PvdQ acylase	Arr AP2 block	SR-BI DiI inh	DAGLB inh	C-LANA FP	SR-BI uptake up	PKA-R2B activ	NSD2 HMT inh	Cardiac RTF inh	Keap1 Nrf2 FP	molecule
-13	-4	18	2	-1.7	-18	-3	3	-4	-7	CCOC(=O)c1c(NC(=S)NC)sc2c1CC(C)(C)SC2
5	12	-1	1	1.9	1	-14	0	0	-6	O=S1(=O)N=C2CCCCCN2C(c2ccc(Br)cc2)N1 (stereo not drawn)
-8	4	-20	-1	-0.9	20	-4	13	3	1	COCCN1C(=O)C(=O)/C(=C(/O)c2ccc(S(=O)(=O)N3CCOCC3)cc2)C1c1ccc(OC)c(OC)c1 (stereo not drawn)
-2	1	-4	0	0.9	4	0	nt	-2	4	CC(C)[C@@H](CO)N(C)S(=O)(=O)c1ccccc1Br
-12	9	-5	6	-0.8	5	6	-2	-6	-11	COC(=O)c1nc(NC(=O)c2cc(OC)c(OC)c(OC)c2)n[nH]1
10	9	-5	-4	1.2	5	-4	-5	0	-2	COC(=O)c1ccc(CNC(=O)C2CCC(=O)N(Cc3ccccn3)C2)cc1 (stereo not drawn)
-10	-6	-24	-1	0.4	24	-2	4	2	-4	COc1ccc(/C=C/C(=O)C(C(N)=O)=C2SCCS2)cc1
-1	-13	-13	0	-1.5	13	-5	-2	-4	-1	O=C(Nc1cc(-c2nc3ncccc3o2)ccc1Cl)c1ccc2c(c1)OCO2
12	-1	-3	-1	-2.3	3	5	-2	-7	4	CC(C)C(=O)NNC(=O)C1CC1(c1ccccc1)c1ccccc1 (stereo not drawn)
-13	0	21	-12	0.9	-21	-11	-2	4	2	O=C(CSc1nc2ccccc2c(=O)n1-c1ccc(F)cc1F)Nc1ccc2c(c1)CCC2
-4	-5	0	0	-0.6	0	-3	-2	-2	3	CC(=O)c1sc(-c2ccc(Cl)cc2)cc1N
-12	8	10	0	-1.2	-10	-3	-1	0	4	N#Cc1cnc(NCc2ccc(Cl)cc2Cl)nc1
-12	-11	-14	-1	0.4	14	-12	-5	-7	-2	O=C(Nc1ccccn1)c1cccc(S(=O)(=O)N2CCOCC2)c1
12	0	-16	0	-0.3	16	2	48	-2	9	Cn1c(-c2ccc(F)cc2)cnc1NCc1ccc(C#N)cc1
-1	-14	8	0	2.4	-8	4	-2	2	2	Cc1ccc(NC(=O)CN2CCOCC2)c(Br)c1
-3	1	-22	-1	-1.0	22	0	nt	-2	1	C[C@@H]1CC=C[C@H]2[C@H]1C(=O)N(Cc1ccccc1)[C@H]2c1ccc2ccccc2c1/C=C/c1ccccc1
-8	0	-5	1	-1.7	19	0	nt	0	-6	N=c1c[n+](N2CCOCC2)[n-]o1
-13	3	-28	0	0.4	28	-3	-3	-7	1	O=C(CCc1ccccc1)NC1CCSC1=O (stereo not drawn)
4	21	-11	0	1.2	11	1	-2	-2	2	CC(Oc1cccc(Cl)c1)C(=O)Nc1ccncc1 (stereo not drawn)
-11	4	25	1	0.2	-25	2	23	-7	-5	CC(C)CC(NC(=O)C1CCCCC1)C(=O)NC(C)c1ccccc1 (stereo not drawn)
3	5	17	-2	0.5	-17	-5	2	-4	-3	CCN(CC)S(=O)(=O)c1cccc(C(=O)N[C@H](C(=O)NCc2ccccc2F)C(C)C)c1
-10	-7	-5	0	-2.2	5	-13	-5	6	3	COc1ccc(CC2CCOC2=O)cc1 (stereo not drawn)
-18	1	-20	1	-0.1	20	-1	nt	-11	-2	COc1ccccc1S(=O)(=O)Cc1ccc(C(=O)NCCN(C)C)o1
5	13	8	-2	2.9	-8	-2	1	11	4	COC(=O)c1cccc(NC2CC(=O)N(c3ccc(OC)c(OC)c3)C2=O)c1 (stereo not drawn)
-7	40	-17	-2	-3.0	17	8	nt	1	2	CC1CCC(CN2C(Nc3ccccc3)=NC[C@@H]2Cc2ccccc2)CC1 (stereo partly drawn)
1	31	8	-2	2.8	-8	-5	-4	-5	-6	COc1ccc(/C=C2\CCC(C3CCCC3)C2=O)cc1Cn1nc(C)cc1C (stereo not drawn)
-4	0	-7	-2	0.9	7	-7	nt	-4	1	Cc1nc2sccn2c(=O)c1S(=O)(=O)NCc1ccccc1Cl
1	42	-15	0	0.5	15	-2	4	-1	-1	CCCCNS(=O)(=O)c1ccc(NC(=O)C2CCCO2)cc1 (stereo not drawn)
-8	8	10	1	0.5	-10	4	4	-1	-3	CC(=O)NCCc1ccc(C(=O)COC(=O)c2cccn2C)cc1
-13	20	5	-1	-2.0	-5	-2	nt	-8	-8	COc1ccccc1NC1SC(=O)N(c2ccccc2)C1=O (stereo not drawn)

13 compounds from above, ordered by number of heavy atoms, largest number first:
PvdQ acylase	Arr AP2 block	SR-BI DiI inh	DAGLB inh	C-LANA FP	SR-BI uptake up	PKA-R2B activ	NSD2 HMT inh	Cardiac RTF inh	Keap1 Nrf2 FP	molecule
-8	4	-20	-1	-0.9	20	-4	13	3	1	COCCN1C(=O)C(=O)/C(=C(/O)c2ccc(S(=O)(=O)N3CCOCC3)cc2)C1c1ccc(OC)c(OC)c1 (stereo not drawn)
-3	1	-22	-1	-1.0	22	0	nt	-2	1	C[C@@H]1CC=C[C@H]2[C@H]1C(=O)N(Cc1ccccc1)[C@H]2c1ccc2ccccc2c1/C=C/c1ccccc1
3	5	17	-2	0.5	-17	-5	2	-4	-3	CCN(CC)S(=O)(=O)c1cccc(C(=O)N[C@H](C(=O)NCc2ccccc2F)C(C)C)c1
-7	40	-17	-2	-3.0	17	8	nt	1	2	CC1CCC(CN2C(Nc3ccccc3)=NC[C@@H]2Cc2ccccc2)CC1 (stereo partly drawn)
-8	8	10	1	0.5	-10	4	4	-1	-3	CC(=O)NCCc1ccc(C(=O)COC(=O)c2cccn2C)cc1
12	0	-16	0	-0.3	16	2	48	-2	9	Cn1c(-c2ccc(F)cc2)cnc1NCc1ccc(C#N)cc1
-13	20	5	-1	-2.0	-5	-2	nt	-8	-8	COc1ccccc1NC1SC(=O)N(c2ccccc2)C1=O (stereo not drawn)
-10	-6	-24	-1	0.4	24	-2	4	2	-4	COc1ccc(/C=C/C(=O)C(C(N)=O)=C2SCCS2)cc1
5	12	-1	1	1.9	1	-14	0	0	-6	O=S1(=O)N=C2CCCCCN2C(c2ccc(Br)cc2)N1 (stereo not drawn)
-12	8	10	0	-1.2	-10	-3	-1	0	4	N#Cc1cnc(NCc2ccc(Cl)cc2Cl)nc1
-13	3	-28	0	0.4	28	-3	-3	-7	1	O=C(CCc1ccccc1)NC1CCSC1=O (stereo not drawn)
-4	-5	0	0	-0.6	0	-3	-2	-2	3	CC(=O)c1sc(-c2ccc(Cl)cc2)cc1N
-8	0	-5	1	-1.7	19	0	nt	0	-6	N=c1c[n+](N2CCOCC2)[n-]o1

Additional compounds follow.
PvdQ acylase	Arr AP2 block	SR-BI DiI inh	DAGLB inh	C-LANA FP	SR-BI uptake up	PKA-R2B activ	NSD2 HMT inh	Cardiac RTF inh	Keap1 Nrf2 FP	molecule
-5	7	-6	-4	0.3	6	1	-3	1	1	CS(=O)(=O)N(CC(=O)Nc1ccccc1-c1ccccc1)c1ccccc1
-7	4	8	2	-0.7	-8	4	6	2	0	COc1cccc(CN2CCN(C(=O)c3cc(-c4ccncc4)nc4ccc(C)cc34)CC2)c1
2	3	-4	-3	0.1	4	-26	nt	-1	-2	O=S(=O)(NCCCNS(=O)(=O)c1c(F)cccc1F)c1ccc2c(c1)OCCO2
-11	1	-13	1	2.9	13	-2	-3	-1	2	CN1C(=O)OC2(C)CCc3ccccc3C12C (stereo not drawn)
-6	8	-10	0	-1.1	10	-14	8	9	-1	NS(=O)(=O)c1ccc(CCNC(=O)c2ccc(Cl)cc2[N+](=O)[O-])cc1
-10	-5	nt	-5	1.3	nt	3	-7	-3	-2	COc1ccccc1NC(=O)/C=C/c1cc([N+](=O)[O-])ccc1OC(F)F
-9	2	-15	4	0.2	15	-4	nt	-5	-5	COC(=O)c1ccccc1S(=O)(=O)NCc1nc2nc(C)cc(C)n2n1
-11	27	-12	-6	6.7	12	-7	23	-9	4	Cc1cc(Br)c(NC(=O)c2c(-c3c(Cl)cccc3Cl)noc2C)c(Br)c1
2	26	-13	-1	0.3	13	-7	-3	-7	0	CN(C)S(=O)(=O)c1ccc(N2CCCC2)c(C(=O)NCCc2ccc(F)cc2)c1
9	17	-15	0	0.7	15	1	4	-4	3	O=C(Nc1nccs1)c1ccc[nH]c1=O
7	15	-12	2	0.6	12	-7	1	-16	-1	CCc1ccc2c(CN(CC)Cc3nc4ccccc4c(=O)[nH]3)cc(=O)oc2c1
3	-3	-20	0	-1.2	20	2	-1	6	2	Cn1cnnc1SCC(=O)NC1CCCCCC1
16	30	-12	-1	0.6	12	3	-1	-1	-3	CN(C)c1cc[nH]c(=O)c1C#N
-18	6	21	-1	0.5	-21	4	-1	-10	-1	O=C(c1nc(-c2ccccc2)n(-c2ccccc2)n1)N1CCCCCC1
-3	7	23	0	1.1	-23	7	13	-8	-1	COc1cccc(-c2ocnc2C(=O)Nc2ccc(N3CCOCC3)cc2N2CCOCC2)c1
-7	28	-14	1	0.7	14	7	0	-5	-1	Cc1ccc(NC(=O)CC2C(=O)NCCN2C(=O)c2ccc(F)cc2)cc1 (stereo not drawn)
9	4	6	1	0.7	-6	-10	-2	-1	-1	CNc1c(-n2cc(C(=O)OC)c(C(=O)OC)c2C(=O)OC)c(=O)n(C)c(=O)n1C
7	24	-4	-10	1.7	4	-7	-4	3	-1	CCOC(=O)c1ccccc1NC(=O)c1cccs1
4	5	10	3	-1.8	-10	-14	-2	0	0	Fc1ccc2nc(N3CCCC3)sc2c1
-5	12	74*	3	-0.6	-74	-10	0	-21	-3	COc1cc(NC(=O)C2=C(N3CCOCC3)/C(=C/c3ccc(Cl)cc3)CC2)cc(OC)c1OC

Rows were taken by chance. About 2.1% of those tested had a hit in this group.
